Source: PubChem
PostGolgi yeast – growth inhibition of a yeast mutant, post-Golgi transport screen; post-Golgi transport phenotypic cell assay; AID 739; inhibition, % at 10 µM; 98,000 compounds, 0.9% hits;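 further: yeast cells grown in 1536-well plates; yeast grown about 18 h at 30C before absorbance read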
Lung fibro prol – blocks proliferation of human lung fibroblasts; LL 47 human lung fibroblast viability, ATP luminescence; active compounds read low; viability, % at 10 µM; 85,000 compounds, 1.1% hits;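 active means viability at or below 50% in the single dose screen; inactive means viability above 50%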;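 further: compound exposure lasted 72 h before the ATP readout; 100% = median luminescence of untreated cell-only wells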
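Material: human LL 47 lung fibroblast cells; quantity: 1,150 cells/well; medium: IMEM plus 15% FBS; doses: 0.1% DMSO in all compound wells; timing: overnight attachment after seeding, then 72 h compound exposure at 37 °C; detection: CellTiter-Glo luminescence; measure: % viability of median cell-only signal; controls: cell-only wells, no compound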
E coli WT exp – growth inhibitors of E. coli BW25113 wild type; growth inhibition, % at 100 µM; OD600 absorbance; 98,000 compounds, 0.15% hits;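 active means growth inhibition above about 50% at one test dose, limit read from the data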;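 further: growth measured after 20 h incubation at 37 °C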
DAT uptake mod – changed human dopamine transporter uptake under cocaine IC80 | Q01959 | LLC-PK1 hDAT cells, [14C]-dopamine uptake with cocaine IC80; actives deviate in either direction | B-score at 10 µM | 110,000 compounds, 1.3% hits;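 active means Z score or B-score, a plate-position-corrected score, falls beyond the plate's 99.7% confidence bounds, in either direction; inactive means both scores lie inside the 99.7% bounds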;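 further: scored against the spread of the other compound wells on the same plate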
Target sequence (Q01959 whole entry, looked up): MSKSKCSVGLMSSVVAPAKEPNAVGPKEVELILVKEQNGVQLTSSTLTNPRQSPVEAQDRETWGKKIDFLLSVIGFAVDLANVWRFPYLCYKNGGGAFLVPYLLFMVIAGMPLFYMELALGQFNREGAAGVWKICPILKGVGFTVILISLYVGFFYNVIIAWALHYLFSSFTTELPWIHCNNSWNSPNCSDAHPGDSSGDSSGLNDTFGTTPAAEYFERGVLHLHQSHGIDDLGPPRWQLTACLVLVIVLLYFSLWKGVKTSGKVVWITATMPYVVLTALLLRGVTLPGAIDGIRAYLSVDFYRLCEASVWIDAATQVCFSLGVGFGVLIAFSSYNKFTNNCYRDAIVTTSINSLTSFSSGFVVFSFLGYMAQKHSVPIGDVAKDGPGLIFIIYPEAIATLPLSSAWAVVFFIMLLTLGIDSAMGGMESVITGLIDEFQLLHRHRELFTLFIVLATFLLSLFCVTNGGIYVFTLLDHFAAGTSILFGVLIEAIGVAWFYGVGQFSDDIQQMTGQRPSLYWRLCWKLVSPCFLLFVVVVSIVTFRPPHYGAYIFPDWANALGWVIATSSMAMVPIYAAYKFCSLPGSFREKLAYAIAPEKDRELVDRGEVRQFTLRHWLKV
H69AR growth 86K – growth inhibitors of human H69AR lung tumor cells | H69AR lung tumor viability, ATP luminescence, 72 h; active compounds read low | viability, % at 10 µM | 85,000 compounds, 6% hits;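 active means viability at or below 40%; inactive means viability above 40%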;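 further: multidrug resistant small cell line overexpressing MRP-1 efflux transporter; 100% = mean luminescence of untreated control wells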
S1P2 antag – antagonists of human S1P2 receptor | O95136 | cell-based S1P2 antagonist assay, inhibition at 5 uM | inhibition, % at 5 µM | 97,000 compounds, 0.21% hits | AID 736; in the data active means inhibition above about 45%;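 further: CRE beta-lactamase reporter cells expressing human S1P2 stimulated with S1P; 0% = agonist at EC80 alone and 100% = agonist plus reference antagonist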
Target sequence (O95136 whole entry, looked up): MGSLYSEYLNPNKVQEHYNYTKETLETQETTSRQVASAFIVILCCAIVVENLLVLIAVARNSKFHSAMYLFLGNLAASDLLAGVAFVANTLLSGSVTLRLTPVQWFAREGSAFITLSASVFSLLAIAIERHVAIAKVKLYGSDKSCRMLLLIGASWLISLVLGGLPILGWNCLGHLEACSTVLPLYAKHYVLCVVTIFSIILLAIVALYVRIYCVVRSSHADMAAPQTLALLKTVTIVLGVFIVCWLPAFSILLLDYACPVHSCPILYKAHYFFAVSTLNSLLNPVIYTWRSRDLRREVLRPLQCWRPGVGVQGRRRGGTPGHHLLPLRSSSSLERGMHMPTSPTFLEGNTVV
HUVEC inhibit – human endothelial cell proliferation inhibition; 86,000 compounds, 1.1% hits; HUVEC proliferation, CellTiter-Glo luminescence, 72 h; active compounds read low; viability, % at 10 µM (by protocol); AID 648;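 active means viability at or below 30%; inactive means viability above 30%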;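 further: 100% = median luminescence of DMSO-only cell control wells on each plate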
S1P2 ag – activates the human S1P2 receptor. O95136. S1P2-expressing cell line, agonist reporter read-out. activation, % at 4.5 µM. 97,000 compounds, 0.46% hits; in the data active means activation above about 16%;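 further: 0% = vehicle low control and 100% = maximal reference agonist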
PostGolgi ctrl – yeast control strain growth, post-Golgi counter-screen; efflux-deficient yeast background strain, growth absorbance A615, 16 h; inhibition, % at 10 µM; 98,000 compounds, 5% hits; AID 738
An asterisk follows results filed as active; x = no result given; & = joins results of further samples. Unless noted, no stated cut-off is given here; in the data, active means inhibition above about 30%; inactive means the rest.

SMILES	PostGolgi yeast	Lung fibro prol	E coli WT exp	DAT uptake mod	H69AR growth 86K	S1P2 antag	HUVEC inhibit	S1P2 ag	PostGolgi ctrl
CC[C@]1(O)CC2CN(CCc3c([nH]c4ccccc34)[C@@](C(=O)OC)(c3cc4c(cc3OC)N(C=O)[C@H]3[C@@](O)(C(=O)OC)[C@H](OC(C)=O)[C@]5(CC)C=CCN6CC[C@]43[C@@H]65)C2)C1 (some centres not stated)	x	45*	x	-1.8	32*	x	39	x	x
CC(C)(C)c1cc(NC(=O)C2CCCO2)no1 (configuration not stated)	18	98	-6	0.52	93	4	91	0	4
Nc1ccccc1C#Cc1ccccc1	-5	x	13	1.1	x	19	x	-4	18
Cc1cc(=O)[nH]c(SCCCOc2ccc(F)cc2)n1	0	94	-1	-1.5	88	-10	87	-2	12
c1ccc(-c2nc3cnccn3c2Nc2ccc3c(c2)OCCO3)cc1	4	x	7	2.5*	x	7	x	-5	10
O=C1C2CC=C(Cl)CC2C(=O)N1CCN1CCOCC1 (configuration not stated)	3	102	4	0.12	94	-18	107	1	13
CCc1nc(SCC(=O)Nc2ccc(C(=O)O)cc2)n[nH]1	0	98	-8	-0.39	99	2	89	-7	-8
COc1ccccc1OCC(=O)O	5	100&90	2	0.15&-0.75	86&94	7&4	107&89	-8&-6	7
CN1CCN(Cc2nc3c(c(=O)n(C)c(=O)n3C)n2CCCc2ccccc2)CC1	2	x	2	-0.22	x	15	x	-2	1
CCCc1c(C)c2c(C)[nH]nc2oc1=O	-4	106	12	-1.2	96	-4	102	-7	1

With a hit mark in DAT uptake mod, of those listed so far:
SMILES,DAT uptake mod,S1P2 antag,S1P2 ag
c1ccc(-c2nc3cnccn3c2Nc2ccc3c(c2)OCCO3)cc1,2.5*,7,-5

More entries follow:
SMILES	PostGolgi yeast	Lung fibro prol	E coli WT exp	DAT uptake mod	H69AR growth 86K	S1P2 antag	HUVEC inhibit	S1P2 ag	PostGolgi ctrl
Cc1ccc(C)c(N2CCN(C(=O)C3CCCN(S(=O)(=O)c4c(C)noc4C)C3)CC2)c1 (configuration not stated)	-1	95	-2	0.63	62	x	74	x	9
c1ccc(-n2nnc3ccccc32)nc1	11	100	7	0.087	94	4	103	-6	2
O=C(Nc1cccc(Cl)c1)O/N=C\c1ccncc1	-4	x	16	-0.068	x	-5	x	-5	-6
CCCCN(NC(C)=O)c1nc(Cl)nc(NC(C)C)n1	0	100	-5	-0.28	104	-2	97	1	4
Cc1ccc(-c2nn3c(C)nnc3s2)cc1NC(=O)c1ccc(OC(C)C)cc1	2	90	0	1.8	96	-6	85	-4	12
COC(=O)c1nnn(Cc2ccccc2)c1N	3	99	16	-1.1	93	9	111	-4	4
COc1ccc(CCNC(=O)CSc2nc(-c3ccco3)cc(C(F)(F)F)n2)cc1	-3	x	2	-0.63	95	x	106	x	13
Cc1sc(=NC(=O)c2ccco2)n(C)c1-c1ccccc1	2	x	9	0.34	x	11	x	-5	23
Cc1onc(-c2ccccc2Cl)c1C(=O)OCC(=O)Nc1ccc2c(c1)OCO2	-9	103	-17	-1.1	106	x	107	x	8
CCOC(=O)C1CCc2nc3ccccc3c(=O)n21 (configuration not stated)	8	103	3	-0.67	97	15	97	-10	3
CCOC(=O)c1cccc(NC(=O)c2cccs2)c1	2	105	5	0.87	92	4	96	-3	11
COc1ccc(OC)c(N=Cc2c(O)[nH]c3ccccc23)c1	3	101	-14	-0.22	79	-18	98	-7	6
CCN(CC)C(=O)CC1(c2ccccc2OC)CCOC(C(C)C)C1 (configuration not stated)	-8	101	4	-1.7	87	-14	103	-2	8
Cc1cc(C)cc(NS(=O)(=O)c2ccc3oc(=O)ccc3c2)c1	-17	96	1	1.4	103	17	92	0	12
CCCCc1nc2n[nH]c(N)c2c2c1CCCC2	13	90	15	0.91	103	-33	71	-2	8
COc1cc(-c2nnc(COc3ccc(Cl)cc3C)o2)cc(OC)c1OC	11	83	-11	-0.12	48	-39	58	-3	7
CCOC(=O)CSc1nnc(-c2cccnc2)o1	x	100	x	-0.014	98	-2	95	-4	x
COCCN(C(=O)CNC(=O)c1ccco1)C(C(=O)NC1CCCCC1)c1cccs1 (configuration not stated)	x	95	x	-0.2	99	0	94	-5	x
CC(=O)N1CCc2cc(Br)cc(S(=O)(=O)N3CCCCCC3)c21	5	x	6	-0.52	98	-10	104	0	6
Brc1ccc2oc3c(N4CCOCC4)ncnc3c2c1	1	85	-13	-0.5	56	x	73	x	28

Arranged by value in S1P2 ag (rising): four from the list above.
SMILES | DAT uptake mod | S1P2 antag | S1P2 ag
c1ccc(-c2nc3cnccn3c2Nc2ccc3c(c2)OCCO3)cc1 | 2.5* | 7 | -5
COC(=O)c1nnn(Cc2ccccc2)c1N | -1.1 | 9 | -4
Cc1cc(=O)[nH]c(SCCCOc2ccc(F)cc2)n1 | -1.5 | -10 | -2
O=C1C2CC=C(Cl)CC2C(=O)N1CCN1CCOCC1 (configuration not stated) | 0.12 | -18 | 1

Back to the main list, starting 4 compounds before the break.
SMILES	PostGolgi yeast	Lung fibro prol	E coli WT exp	DAT uptake mod	H69AR growth 86K	S1P2 antag	HUVEC inhibit	S1P2 ag	PostGolgi ctrl
CCOC(=O)CSc1nnc(-c2cccnc2)o1	x	100	x	-0.014	98	-2	95	-4	x
COCCN(C(=O)CNC(=O)c1ccco1)C(C(=O)NC1CCCCC1)c1cccs1 (configuration not stated)	x	95	x	-0.2	99	0	94	-5	x
CC(=O)N1CCc2cc(Br)cc(S(=O)(=O)N3CCCCCC3)c21	5	x	6	-0.52	98	-10	104	0	6
Brc1ccc2oc3c(N4CCOCC4)ncnc3c2c1	1	85	-13	-0.5	56	x	73	x	28
O=C1CC(c2cccc(Oc3ccccc3)c2)NC(=O)N1 (configuration not stated)	-1	94	0	-0.072	102	-5	91	-4	9
COc1ccc(NC(=O)CSc2nnc(-c3ccc(C)cc3)n2N)cc1	22	101	-6	-1.5	103	18	103	-8	3
CCCC(=O)Nc1ccccc1NC(=O)CCC	-2	96	0	-0.13	92	2	92	0	-2
O=C(COc1ccc(Cl)cc1Cl)N/N=C1\CCCc2ccccc21	-6	x	-8	-1.7	x	2	x	-9	8
Cc1nc2sc(C(c3ccccc3)N3CCN(C(=O)c4ccco4)CC3)c(O)n2n1 (configuration not stated)	x	93	x	-1.4	84	-13	87	-5	x
O=C(O)c1ccc(-c2ccc(Cl)cc2Cl)o1	6	x	-10	0.12	x	4	x	-4	9
COc1ccccc1C(=O)Nc1cc2cc(Cl)ccc2oc1=O	-8	88	3	-0.53	51	26	83	-10	4
CCOc1ccc(Br)cc1S(=O)(=O)N1CCCC1	x	98	x	1.9	105	-3	96	-1	x
COC(=O)c1ccc(CSc2nc3ccccc3c(=O)n2CC(C)C)o1	-1	103	-2	-0.12	104	11	110	-7	27
O=C(OCC#CCSc1nnc(-c2ccncc2)o1)c1cccs1	-7	89	1	-0.48	56	-7	94	0	-9
CCCOc1ccc(C2C(=O)N(C3CCCCCC3)CC(=O)N2Cc2ccco2)cc1OC (configuration not stated)	12	90	5	-0.28	72	8	82	1	6
Cc1occc1C(=O)NC(C)CCc1ccccc1 (configuration not stated)	-8	100	4	-0.04	103	3	92	-7	14
CC(/C=N/NC(=O)c1ccc(Br)cc1)=C\c1ccccc1	-8	93	-9	0.4	83	0	60	-1	-4
CC1=C(C)CS(=O)N(S(=O)(=O)c2ccccc2)C1 (configuration not stated)	-4	40*	-11	-0.014	1.8*	21	74	-8	4
Cc1cc(NC(=O)CC(CN(C)S(=O)(=O)c2ccccc2)c2ccccc2)no1 (configuration not stated)	10	97	3	0.63	79	x	107	x	-1
CCOc1cc(C2/C(=C(/O)c3ccc(OC(C)C)cc3)C(=O)C(=O)N2CCCOC)ccc1O (configuration not stated)	0	106	5	0.78	90	10	102	-4	5
CCN1/C(=C/c2ccc3ccccc3[n+]2CC)C=Cc2ccccc21	-1	18*	57*	0.82	2.2*	81*	45	-2	66*
CSc1nc(C)c2c(n1)N(c1ccc(F)cc1)CC2	5	x	-6	-0.86	x	-11	x	-2	10
OC(Cc1nc2ccccc2[nH]1)c1ccccc1Cl (configuration not stated)	-6	116	9	-1	108	-7	92	0	1
Cc1ccc(-c2nn3c(C)nnc3s2)cc1N	x	109	x	-1	96	-16	104	-2	x
O=C(O)CCCCCN1C(=O)CCC1=O	1	98	-5	0.18	109	13	94	-1	-7
O=C(NC1=NCCS1)c1cc2ccccc2o1	-1	104	12	-0.44	92	9	88	-4	-3
O=C(CCCn1c(=S)[nH]c2cc3c(cc2c1=O)OCO3)NC1CC1	-1	96	1	0.016	103	-12	91	-1	8
COc1ccc(CNC(=O)C2CCC(CNS(=O)(=O)c3cccc4nsnc34)CC2)cc1 (configuration not stated)	3	55	-8	0.62	88	-9	103	-7	-2
CCN(CC)CCN1C(=O)c2oc3ccccc3c(=O)c2C1c1ccccc1 (configuration not stated)	2	102	7	-0.46	x	-66	106	-3	-2
Cc1nc(NC(=O)C2CC3CCCC(C2)C3=O)sc1C (configuration not stated)	6	105	-6	0.41	90	0	92	-5	11
COc1ccc(NC2=C(C)C(=O)CC2)cc1	-4	92	0	-0.6	87	31	87	-6	46*
CCOc1ccc(-n2c(C)c(C(C)=O)c(C(C)=O)c2C)cc1	x	95	x	-1.5	82	-1	87	-5	x
CC(=O)Nc1cccc(NC(=O)C2CC3CCC2C3)c1 (configuration not stated)	1	107	-1	-0.0036	93	19	98	-8	3
O=C(NCCN1CCOCC1)c1c(F)c(F)c(F)c(F)c1F	-2	98	1	x	102	-4	95	-5	3
Cc1ccc(NC(=O)c2ccc(Cn3cc(Br)cn3)o2)cc1	x	103	x	0.86	106	-15	107	-4	x
CC(=O)Nc1ccc(S(=O)(=O)NCCSCc2ccco2)cc1	-5	x	4	-0.04	x	10	x	-4	-4
CCOC(=O)c1cnc2ccc(C)cc2c1Sc1ccccc1C(=O)OC	-7	x	11	x	x	-10	x	-2	-1
Cn1c(=O)c2c(nc(CN3CCN(CCO)CC3)n2CCc2ccccc2)n(C)c1=O	x	99	x	1.1	103	x	97	x	x

3 compounds from above, arranged by length of the SMILES, low to high.
SMILES	PostGolgi yeast	Lung fibro prol	E coli WT exp	DAT uptake mod	H69AR growth 86K	S1P2 antag	HUVEC inhibit	S1P2 ag	PostGolgi ctrl
CC(=O)Nc1cccc(NC(=O)C2CC3CCC2C3)c1 (configuration not stated)	1	107	-1	-0.0036	93	19	98	-8	3
CC(=O)Nc1ccc(S(=O)(=O)NCCSCc2ccco2)cc1	-5	x	4	-0.04	x	10	x	-4	-4
Cn1c(=O)c2c(nc(CN3CCN(CCO)CC3)n2CCc2ccccc2)n(C)c1=O	x	99	x	1.1	103	x	97	x	x
